Ins promoter up – MIN6 insulin promoter up-regulation; MIN6 insulin promoter-GFP reporter, high-content imaging; hits give high values; z-score at 5 µM; 190,000 tested, 0.3% active;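 active means z-score above 3 at 5 µM with at least 500 cells counted in the well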
CSM14.1 death rescue – rescue of cells from ER stress-induced death, primary screen, 384-well, CSM14.1, thapsigargin, ATP luminescence (AID 1222). CSM14.1 thapsigargin-induced death rescue, ATP luminescence; higher % means a stronger effect. cellular ATP content (survival), % at 20 µM, or EC50 in µM where a hit was titrated. 190,000 tested, under 10 active;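 active means EC50 below 50 µM in the dose-response confirmation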;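 further: death triggered by thapsigargin at about 15 µM added after 2 h compound pretreatment; cell ATP read after overnight thapsigargin exposure of roughly 18 to 22 hours; normalized against plate controls of thapsigargin alone and 5% DMSO vehicle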
MT stabilize HCS – microtubule stabilization, imaging screen. HeLa tubulin immunostaining HCS, 24 h; share of cells brighter than vehicle mean+2SD. % tubulin-high responders, % at 10 µM. 200,000 tested, 0.83% active;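 active means plate Z-score above 3 for both tubulin-high and condensed-nucleus cell shares, with cell loss under 80%, at 10 µM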;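 further: anti alpha tubulin signal scored within the nucleus-defined area of each cell; some results filed as inactive read as strong as hits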
b-catenin transl – alters nuclear translocation of beta-catenin in HeLa cells | AID 1665 | nuclear translocation activity, % at 5 µM | immunofluorescence imaging | 190,000 tested, 0.3% active;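 active means nuclear translocation activity above 50% at 5 µM, with a well cell count of 50 or more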;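 further: per-cell ratio of nuclear to cytoplasmic median beta-catenin stain intensity; plate controls were DMSO negative control for no effect and GSK-3 inhibitor IX positive control for full effect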
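Assay system: human HeLa cells, native beta-catenin; doses: 5 µM primary, 0.02–20 µM confirmation; incubation: compound treatment 24 h, 37°C, 5% CO2; technique: fluorescence imaging of beta-catenin antibody stain plus DAPI; measure: % activation, nuclear-to-cytoplasmic median beta-catenin signal ratio per cell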
Dynein transport – blocks dynein driven cargo transport along microtubules; 3617.4 mouse cells, GR-EGFP nuclear translocation imaging; test concentration mostly 20 µM; stimulated with dexamethasone, 1 µM; hits give low values; z-score, hits read low; 220,000 tested, 0.47% active;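 active means plate z-score of nuclear minus cytoplasmic receptor signal below a set negative limit, without overly bright fluorescence or cell loss, cut at about -3.5 in these data, passing the limit was not always enough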;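 further: z-score of nuclear minus cytoplasmic ring GR-EGFP intensity difference per well; some compounds called inactive have numbers as strong as hits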
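Buffer or medium: tet-free medium with charcoal-stripped serum / Also added: dexamethasone agonist, 1.0 µM final, for 30 min / Timing: induction 48 h, compound 1 h, agonist 30 min / Measured by: high-content fluorescence imaging after fixation / Read-out: nuclear-to-cytoplasmic GR-EGFP distribution per well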
Autophagy mod – modulators of autophagy; calls only at 10 µM (by protocol); 190,000 tested, 0.98% active; AID 463193; MEF GFP-LC3 puncta imaging; test concentration mostly 10 µM;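 active means percentage of spot-positive cells more than 3 SD above its plate mean, without a fluorescence outlier flag or 80% toxicity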;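 further: spot-positive cell cutoff set from DMSO-treated cells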
Salmonella PhoP GFP – inhibitors of PhoP regulon expression, primary screen, Salmonella Typhimurium, GFP reporter (AID 1863) | S. Typhimurium PhoP-regulated promoter GFP reporter, 4 h; higher % means a stronger effect | inhibition, % at 50 µM, or IC50 in µM where a hit was titrated | 300,000 tested, 0.16% active;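 active means inhibition over 29.93%, a cutoff 3 SD above the screen mean, later confirmed by dose response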;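 further: 0% = low Mg2+ inducing control and 100% = high Mg2+ repressing control; strong numbers were not always called active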
Hep lipid drop – modulators of hepatic lipid droplet formation; inhibition, % at 6.5 µM; 240,000 tested, 0.4% active; AML12 mouse hepatocytes, oleate lipid droplets, BODIPY imaging;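 active means lipid droplet intensity inhibited by at least 50%, with more than 500 cells counted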
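Material – mouse AML12 hepatocyte cell line, fixed after treatment · Compound dosing – one dose, 6.5 µM compound · Times – compound with oleate, overnight · Measured by – Image-based BODIPY and DAPI two-channel analysis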
T cell HTS – T cell immune modulators affecting CD8 T cell-vesicle binding; 2C CD8+ T cell-vesicle binding, flow cytometry; hits give low values; calls only at 7 µM; 330,000 tested, 0.068% active; AID 2052;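 active means response, share of CD8 T cells binding vesicles, and their 90th percentile fluorescence all below set limits, cut at about 80% in these data, passing the limit was not always enough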
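Read-out – percent CD8+ FL2 mean versus row control · System – murine 2C transgenic CD8+ T lymphocytes · Times – 1.5 h cell–vesicle binding at 37 °C, then 20 min icy labelling · Control set – naked vesicles low, QL9 vesicles with vehicle high · Detection – cytometric PE anti-B7-1 and Alexa647 anti-CD8 signals after 1% paraformaldehyde fixation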
Dynein transport cytoplasmic EGFP – recorded beside Dynein transport, whose call it bears; z-score; measured here: cytoplasmic GR-EGFP intensity; hits give high values
Dynein transport nuclear GR-EGFP – recorded beside Dynein transport, whose call it bears; z-score; measured here: nuclear GR-EGFP intensity;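 lower value marks the stronger effect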
Dynein transport cell count – second read-out of Dynein transport, no call of its own (marks repeat the call); z-score; measured here: cell count per field
Ins promoter up cell count – recorded beside Ins promoter up, whose call it bears; cell count; measured here: cytotoxicity, nuclei count;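 total cells summed across four imaged fields per well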
Hep lipid drop cells 6.5 µM – second read-out of Hep lipid drop, no call of its own (marks repeat the call); cell count; measured here: cell count, cytotoxicity flag;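 cells counted across two imaged fields per well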
b-catenin transl cell count 5 µM – further read-out of b-catenin transl, marked with its call; cell count; measured here: cell count, cytotoxicity flag
T cell HTS vesicle-bound % – recorded beside T cell HTS, whose call it bears; double positive events, %; measured here: CD8+ vesicle-bound cell fraction;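 binding gate set so that unloaded-vesicle control wells show 10% double positive cells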
MT stabilize HCS Hoechst-high % – also measured in MT stabilize HCS; calls as there; % Hoechst-high responders; measured here: nuclear condensation Hoechst responders;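 share of cells brighter than vehicle mean plus two SD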
MT stabilize HCS cytotoxicity % – recorded beside MT stabilize HCS, whose call it bears; toxicity, %; measured here: cytotoxicity by cell density;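 0% = mean cell density of plate MIN control wells and 100% = no cells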
Autophagy mod cell loss 18 h – second read-out of Autophagy mod, no call of its own (marks repeat the call); toxicity, %; measured here: cell loss, nuclei count;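 cell loss after 18 h compound exposure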
* hit, by the source's call; i = inactive; / = not tested or not shown.

SMILES	Ins promoter up	Ins promoter up cell count	CSM14.1 death rescue	MT stabilize HCS	MT stabilize HCS Hoechst-high %	MT stabilize HCS cytotoxicity %	b-catenin transl	b-catenin transl cell count 5 µM	Dynein transport	Dynein transport cytoplasmic EGFP	Dynein transport nuclear GR-EGFP	Dynein transport cell count	Autophagy mod	Autophagy mod cell loss 18 h	Salmonella PhoP GFP	Hep lipid drop	Hep lipid drop cells 6.5 µM	T cell HTS	T cell HTS vesicle-bound %
O=C(COC(=O)/C=C/c1ccc(Cl)cc1Cl)Nc1ccc2c(c1)OCCO2	0.63	1531	-1.0%	3.1	1.3	5.4	-0.5	1455	3.1	-0.044	2.4	-2.1	i	-20	8%	/	/	i	16
O=C(NCCc1ccc(F)cc1)c1ccc([N+](=O)[O-])cc1	0.45	1495	-0.7%	1.4	1.3	8.8	-0.8	1534	-0.22	-0.31	0.28	-0.13	i	21	8%	1	730	i	48
Cc1cc(C)c(S(C)(=O)=O)c(Oc2cccc(Cl)c2)n1	0.57	1909	-2.7%	1.4	1.2	2.8	-0.5	1126	/	/	/	/	i	-3	2%	-8	704	i	15
O=C(COc1ccc2ccc(=O)oc2c1)N1CCc2ccccc21	1	1062	-1.2%	4.4	3.1	11	2.7	1040	-0.032	-0.28	0.27	0.5	i	-7	-5%	1	657	i	26
CC(C)CCNC(=O)COc1ccc(N(C)S(=O)(=O)c2ccc(F)cc2)cc1	0.28	1242	-4.6%	3.4	2.8	3.6	0.1	1127	0.83	-0.29	0.54	-0.45	i	6	-3%	-4	717	i	36
Cc1nc(SCC(=O)NC(C)(C)C)c2c(-c3cccs3)csc2n1	0.73	1205	-3.0%	3.6	2.6	9.6	-1.0	914	-0.07	-0.28	-0.16	-0.43	i	-10	15%	5	597	i	59
CC(=O)N/C(N)=N/c1nc(=O)c2ccccc2s1	-0.07	1052	/	/	/	/	0.5	1320	0.82	0.03	0.35	0.057	/	/	-12%	-3	769	i	24
O=C1C2CC=CCC2C(=O)N1CNc1ccccc1 (stereo unspecified)	/	/	-0.3%	2.4	1.6	6.8	/	/	0.38	-0.086	0.61	-0.022	i	26	10%	-10	708	i	32
CCCn1nnc(NC(=O)COc2ccc(CC)cc2)n1	/	/	-2.0%	2.4	2.4	3.7	1.5	1047	0.71	-0.23	0.53	-0.27	i	-7	-5%	-10	729	i	8
CCOC(=O)c1c(C)oc2c1c(CN1CCN(CCO)CC1)c(O)c1ccccc12	0.91	1196	1.3%	5.3	2.5	11	-1.2	1137	-0.41	-0.097	-0.26	-0.32	i	12	-5%	14	732	/	/
CN(Cc1nc(-c2ccc(C(F)(F)F)cc2)no1)C1CCOCC1	1.1	1494	-1.3%	2.1	2.0	5.2	-1.4	976	-0.71	-0.29	-0.28	0.92	i	8	-2%	10	739	i	50
CC(=O)CSc1nnc(CN2C(=O)CSc3ccc(C(F)(F)F)cc32)n1C	-0.08	1285	/	/	/	/	-0.1	1014	1.2	-0.23	0.57	-0.68	/	/	-8%	17	752	i	31
COc1cnc(-c2ccccn2)nc1Sc1ccccc1	-0.05	745	0.1%	1.8	2.7	4.1	-0.2	1116	0.058	0.16	0.15	-1.1	i	15	5%	-4	629	i	36
Cc1onc(-c2c(Cl)cccc2Cl)c1-c1nnc(-c2ccc(Cl)cc2)o1	-0.53	1382	/	/	/	/	-1.1	1064	-0.48	-0.28	-0.27	0.7	/	/	-13%	1	729	i	28
CCO[C@H]1OC(C(=O)N2CCN(Cc3ccccc3)CC2)=C[C@@H](c2ccccc2)[C@@H]1CCCO	-1.1	1435	-2.0%	2.7	1.7	4.3	-1.5	1207	-1.3	-0.2	-0.42	1	i	5	-10%	-20	721	i	15
COc1ccc(NC(=O)c2cc3c(=O)n4ccccc4nc3n2C)c(OC)c1	/	/	-2.2%	1.4	1.3	3.3	0.3	594	0.21	-0.28	0.087	0.23	i	2	-6%	7	764	i	22
Cc1ccc(C)c(NC(=S)NNC(=O)c2csc(C(C)C)c2)c1	-0.98	736	1.7%	4.0	1.7	7.5	-1.0	1145	1.6	0.11	0.57	-1.8	i	-3	-9%	-3	718	i	52
CC(C)CCNC(=O)C(c1cccnc1)N(Cc1ccccc1)C(=O)Cn1nnc2ccccc21 (stereo unspecified)	/	/	/	2.8	2.1	8.0	/	/	-0.22	-0.24	-0.37	0.64	i	0	/	/	/	i	55
CCN(CC)CCN(C(=O)Cn1nnc(-c2ccc(C)o2)n1)C(C(=O)NC(C)(C)C)c1cccs1 (stereo unspecified)	-0.35	1397	-0.5%	2.7	2.1	13	0.8	892	-0.11	-0.23	-0.15	0.53	i	-11	0%	-9	658	i	37
O=C(Nc1cccnc1)c1cccc(S(=O)(=O)N2CCOCC2)c1	-0.01	1389	-1.6%	4.6	2.5	4.4	/	/	0.8	-0.14	0.35	0.54	i	3	2%	-8	766	i	23
COc1ccc(S(=O)(=O)N2CCC(C(=O)N3CCc4ccccc4C3)CC2)cc1OC	-0.44	1257	0.4%	2.4	1.8	4.7	-0.7	1021	-0.6	-0.23	0.36	0.23	i	-9	4%	/	/	i	50
Oc1ccc(Cl)cc1N=Cc1sc2ccccc2c1Cl	/	/	0.9%	1.6	1.4	4.6	-3.3	575	-0.75	-0.25	-0.3	0.67	i	-40	-3%	-34	712	i	50
O=C(c1ccc(CS(=O)(=O)c2ccc(Br)cc2)o1)N1CCOCC1	1.2	964	-1.5%	3.0	3.0	5.8	/	/	-1.1	-0.26	-0.64	0.36	i	2	-6%	/	/	i	45
C#CCOCCOCCOCCNc1nc(N2CCOCC2)nc(N2CCN(C(=O)[C@H](CCCCN)n3cc([C@@H](N)C(C)CC)nn3)CC2)n1 (stereo partly specified)	-0.69	1186	0.3%	0.8	1.2	3.9	5.4	954	-0.041	-0.18	0.37	-0.84	i	5	3%	-2	710	/	/
Cc1ccc(-c2nn(-c3ccccc3)cc2/C=C/C(=O)O)o1	-0.04	1232	-1.4%	5.3	2.0	1.1	-1.2	1022	-0.063	-0.29	0.42	-1.3	i	3	1%	-4	698	i	23
CC1(C)CC(=O)C=C(Nc2ccccc2NC(=O)c2cnccn2)C1	0.58	1050	-1.0%	2.6	2.2	8.7	/	/	-0.23	-0.26	-0.093	1.4	i	3	79%	7	756	i	50
Cc1ccc(OCC(=O)Nc2ccc3c(c2)CCC3)c([N+](=O)[O-])n1	-0.78	1462	-1.2%	2.1	1.5	8.6	-4.0	1122	0.15	-0.12	-0.016	-0.18	i	6	-12%	0	710	i	27
CCCC[C@@H]1CN=C(N)N1CCc1cc(C(F)(F)F)cc(C(F)(F)F)c1	-0.24	1064	/	/	/	/	-0.2	1401	0.54	0.76	0.55	-0.36	/	/	-1%	-9	669	i	47
CCc1nnc(NC(=O)Cc2ccc(OC)c(OC)c2)s1	-0.08	1323	3.8%	3.3	2.4	6.3	-0.2	1521	-0.023	-0.25	0.2	0.033	i	11	-4%	4	711	i	17
COc1ccc(N2C(=S)N=C(Nc3ccccc3)C23CCCCC3)cc1	/	/	-2.8%	3.4	3.0	3.3	10	461	0.11	-0.27	0.085	0.32	i	5	-3%	1	767	i	29
CCN(CC)CCNc1ncnc2c1[nH]c1ccc(OC)cc12	/	/	/	2.4	2.8	8.7	/	/	-0.21	-0.38	-0.11	0.66	i	-1	6%	/	/	i	52
C/C(CCc1ccccc1)=N/NC(=O)C(=O)NC(C)c1ccccc1 (stereo unspecified)	-0.77	1085	0.5%	4.7	2.4	8.7	2.0	1089	-0.34	-0.28	-0.01	0.048	i	9	-3%	1	804	i	34
CC(C)(C)c1[nH]ncc1[N+](=O)[O-]	/	/	-0.9%	2.1	1.2	4.9	-1.2	1050	-0.6	-0.24	-0.33	1	i	17	9%	36	662	i	15
COC(=O)CNC(=O)c1ccccc1F	0.06	890	-0.8%	1.0	1.6	9.2	/	/	-0.18	-0.39	-0.15	0.63	i	-8	-2%	12	816	i	63
O=C1Nc2ccc([N+](=O)[O-])cc2C1=Nc1cccc(CO)c1	-0.09	1354	-0.7%	2.1	3.9	12	-5.4	1014	-0.32	0.8	0.31	1	i	-3	-20%	-19	677	/	/

Screening results deposited in PubChem by several laboratories.
